TROY signal inh: inhibitors of TROY-driven NF-kB signaling, primary screen, Q293 LMP1-TROYcd cells, NF-kB luciferase, uHTS. AID 1347056, 2019. Q293 LMP1-TROYcd NF-kB luciferase reporter, 4 h. actives 0.98% (n = 360,000). inhibition, % at 10 µM;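 active = compounds whose plate-normalised and pattern-corrected inhibition of the luciferase reporter signal at the single screening dose is 50% or more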
NCOA3 inh: SRC3 coactivator transcriptional activity inhibitors, primary screen, cell-based, luminescence; inhibition, % at 3.6 µM; actives 0.17% (n = 360,000); HEK293 GAL4-SRC3 luciferase reporter;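 active = inhibition above a per-campaign cutoff, the mean of all compounds plus 3 SD, cut at about 60% in these data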;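 note: 0% = DMSO-treated cells and 100% = gossypol-treated cells at 36 µM; higher means less SRC3-driven luciferase light from the GAL4 reporter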
Target sequence (Q9Y6Q9 whole entry, looked up, the tested form may be a part): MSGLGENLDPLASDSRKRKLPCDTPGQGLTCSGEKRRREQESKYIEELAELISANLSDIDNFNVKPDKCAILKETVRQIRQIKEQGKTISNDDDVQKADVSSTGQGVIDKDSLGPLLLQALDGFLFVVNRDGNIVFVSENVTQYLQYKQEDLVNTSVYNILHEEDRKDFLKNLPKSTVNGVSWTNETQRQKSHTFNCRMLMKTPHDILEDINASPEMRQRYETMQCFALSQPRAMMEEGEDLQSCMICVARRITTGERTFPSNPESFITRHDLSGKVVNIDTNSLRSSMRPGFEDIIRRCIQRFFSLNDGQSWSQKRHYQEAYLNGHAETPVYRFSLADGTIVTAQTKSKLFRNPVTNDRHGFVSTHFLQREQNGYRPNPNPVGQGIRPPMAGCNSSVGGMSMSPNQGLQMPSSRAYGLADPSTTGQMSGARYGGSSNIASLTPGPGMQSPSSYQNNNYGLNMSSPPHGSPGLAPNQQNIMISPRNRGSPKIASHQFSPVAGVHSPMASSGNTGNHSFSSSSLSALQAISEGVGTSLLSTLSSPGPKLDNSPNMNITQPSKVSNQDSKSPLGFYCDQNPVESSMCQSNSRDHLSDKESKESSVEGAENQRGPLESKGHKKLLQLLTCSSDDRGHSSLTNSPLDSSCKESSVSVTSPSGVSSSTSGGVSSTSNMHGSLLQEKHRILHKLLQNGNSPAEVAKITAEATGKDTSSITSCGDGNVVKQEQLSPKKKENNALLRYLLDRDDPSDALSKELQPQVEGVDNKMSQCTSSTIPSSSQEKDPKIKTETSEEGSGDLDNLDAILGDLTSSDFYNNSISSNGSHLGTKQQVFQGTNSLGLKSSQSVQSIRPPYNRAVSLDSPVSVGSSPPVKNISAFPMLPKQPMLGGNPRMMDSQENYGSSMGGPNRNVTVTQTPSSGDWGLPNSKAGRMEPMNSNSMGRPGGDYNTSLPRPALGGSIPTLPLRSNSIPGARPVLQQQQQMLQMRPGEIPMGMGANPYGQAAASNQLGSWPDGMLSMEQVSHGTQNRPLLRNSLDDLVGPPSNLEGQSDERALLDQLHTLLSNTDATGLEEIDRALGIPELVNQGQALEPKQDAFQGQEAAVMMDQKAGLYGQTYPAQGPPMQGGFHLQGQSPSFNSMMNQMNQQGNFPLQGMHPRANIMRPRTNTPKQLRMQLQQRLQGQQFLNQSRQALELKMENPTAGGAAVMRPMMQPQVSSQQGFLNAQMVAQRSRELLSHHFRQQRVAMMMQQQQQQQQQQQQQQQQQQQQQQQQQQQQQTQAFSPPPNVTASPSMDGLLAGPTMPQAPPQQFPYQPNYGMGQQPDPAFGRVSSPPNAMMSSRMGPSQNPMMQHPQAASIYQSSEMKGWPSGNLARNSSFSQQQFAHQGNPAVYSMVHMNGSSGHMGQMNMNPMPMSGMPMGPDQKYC
EBV LMP1 NFkB: EBV LMP1-driven NF-kappaB luciferase reporter inhibitors, primary screen, cell-based, luminescence, single point; LMP1-induced NF-kappaB luciferase reporter cells; inhibition, % at 12.5 µM; actives 0.69% (n = 350,000); AID 504558, 2011; in the data active = inhibition above about 41%;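 note: 0% = neutral control wells and 100% = reference inhibitor control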
TWEAK-Fn14 inh: inhibitors of TWEAK-Fn14 signaling, primary screen, luciferase reporter cells, uHTS. actives 2% (n = 360,000). TWEAK-stimulated Fn14 reporter cells, luciferase luminescence, 8 h. inhibition, % at 10 µM; in the data active = inhibition above about 50%
SRC2 inh: inhibition of GAL4-SRC2 driven luciferase reporter, primary screen, SRC2 inhibitor project, cell-based, luminescence. actives 0.17% (n = 370,000). HEK293 GAL4-SRC2 luciferase reporter. inhibition, % at 9 µM. AID 651957, 2012. Nuclear receptor coactivator 2 (Homo sapiens), Q15596;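 active = inhibition above the mean inhibition of all tested compounds plus 3 SD, set per campaign, cut at about 52% in these data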;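 note: 0% = DMSO treated cells and 100% = cells given Gossypol at 36 µM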
NR2F2 inh: NR2F2 transcriptional activity inhibitors, primary screen, cell-based, luciferase reporter, HEK293T, luminescence. actives 0.7% (n = 370,000). inhibition, % at 8.6 µM. COUP transcription factor 2 (Homo sapiens), P24468. HEK293T NGFI-A luciferase reporter;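 active = inhibition above a per-plate cutoff, mean inhibition of test wells between control levels plus 3 SD, cut at about 38% in these data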;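 note: cells cotransfected with COUP-TFII expression vector driving the NGFI-A reporter; 0% = median of COUP-TF2 test wells and 100% = reporter-only cells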
SRC1 inh: SRC1 coactivator transcriptional activity inhibitors, primary screen, cell-based, luminescence | inhibition, % at 3.6 µM | actives 0.12% (n = 360,000) | Nuclear receptor coactivator 1 (Homo sapiens), Q15788 | HEK293 GAL4-SRC1 luciferase reporter | AID 588354, 2011;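 active = inhibition above the campaign mean plus 3 SD, with each screening campaign given its own cutoff, cut at about 60% in these data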;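 note: 0% = DMSO treated cells and 100% = gossypol at 36 µM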
CF NFkB block: inhibitors of PAF-induced NF-kB signaling, primary screen, cell-based, GFP fluorescence, uHTS; KKLEB NF-kB-GFP reporter, GFP fluorescence overnight; inhibition, % at 5 µM; actives 0.86% (n = 360,000); AID 588850, 2011;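 active = at least 50% inhibition at 5 µM, scaled per plate between neutral and stimulator controls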;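 note: PAF is a Pseudomonas aeruginosa culture filtrate used as stimulus; plate controls were PAF-stimulated DMSO wells for no effect and unstimulated DMSO wells for full effect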
C8 TRAIL sens: viability loss with TRAIL in NB7+C8 cells, primary screen, TRAIL sensitizer project, cell-based, ATPlite luminescence; inhibition (viability loss, TRAIL sensitization), % at 10 µM; actives 1% (n = 360,000); AID 624354, 2012;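 active = compounds causing at least 50% loss of cell viability in the single-dose screen, relative to plate controls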
KKLEB cytotox: cytotoxicity in KKLEB CF airway cells, primary screen, cytotoxicity control for CF NF-kB inhibitor project, cell-based, uHTS, fluorescence assay plates; actives 0.36% (n = 360,000); KKLEB CF airway cells viability, ATPlite luminescence, overnight; active compounds read low; cells stimulated with P. aeruginosa culture filtrate; activity change (cytotoxicity), % at 5 µM;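 active = corrected activity change at or below -50% at 5 µM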
NR5A2 inv ag: LRH-1 (NR5A2) inverse agonists, primary screen, cell-based, luminescence, HEK293T, StAR-luciferase reporter; Nuclear receptor subfamily 5 group A member 2 (Homo sapiens), O00482; LRH-1 transfected, 24 h; inhibition, % at 3.6 µM; AID 602396, 2012; actives 0.13% (n = 360,000);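 active = inhibition above the mean inhibition of all tested compounds plus 3 SD, cut at about 73% in these data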;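 note: 0% = DMSO wells and 100% = reporter-only cells lacking LRH-1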
* = called active by the depositor; . = not tested or not shown.

SMILES	TROY signal inh	NCOA3 inh	EBV LMP1 NFkB	TWEAK-Fn14 inh	SRC2 inh	NR2F2 inh	SRC1 inh	CF NFkB block	C8 TRAIL sens	KKLEB cytotox	NR5A2 inv ag
CC(=O)c1cccc(NC(=O)CSc2nc(=O)n(CCCN3CCOCC3)c3c2CCC3)c1	-11	2	-5	5	-14	10	-7	19	-3	5	18
COc1cc(C#N)ccc1OCC(=O)Nc1cccc(S(=O)(=O)N2CCCC2)c1	3	-1	4	-16	-2	-14	2	7	-16	1	6
O=C(O)c1ccc(/C=C/C(=O)c2ccc3c(c2)OCCCO3)cc1	-28	-50	-2	17	-24	-28	-49	18	46	-12	-94
CC1(C)NC(=O)N(CC(O)CN2C(=O)NC(C)(C)C2=O)C1=O	13	16	2	26	-19	6	-14	-5	2	-6	15
S=C1CCC(c2ccc(Br)cc2)=NN1c1ccccc1	5	15	2	-1	6	-2	1	-13	6	2	-4
Cc1ccc2nc(Nc3ccccc3)cc(C)c2c1	-83	-51	-23	-7	-37	-33	-36	5	11	-2	-44
Clc1ccc(SCc2cc(-c3ccc(Cl)cc3)on2)cc1	-46	12	-12	-13	-20	-14	-4	3	3	-2	-14
Cc1ccc(Cn2nnc3c(=O)n(CC(=O)OCc4ccccc4)cnc32)cc1	9	18	-1	8	4	-26	-5	-6	4	0	5
O=C(Cc1ccc(Cl)cc1Cl)Nc1ccncc1Cl	33	21	30	26	21	40*	27	-14	29	12	60
CCOc1ccc(C(O)(c2ccccc2)C(CN2CCCC2)c2ccccc2)cc1 (stereo not drawn)	8	-2	9	-6	-18	14	0	-4	5	6	3
Cc1nc2ccc(F)cc2cc1C(=O)Nc1ccc(Cl)c(Cl)c1	-7	8	14	51*	-2	5	7	14	2	-13	1
CN(C)CCn1c2c(c(SCC(=O)Nc3ccc4c(c3)OCCO4)nc1=O)CCCC2	-14	7	0	2	-33	12	-9	14	-7	-14	-2
N#CC1(NC(=O)CSc2nc3ccc([N+](=O)[O-])cc3s2)CCCCC1	6	7	2	-3	0	-9	7	12	-8	-9	16
COc1cccc(/C=N/NC(=O)c2cnccn2)c1	-32	5	-13	4	-9	-16	-9	1	-2	2	-11
Cc1cc(C)c(C)c(S(=O)(=O)N2CCC(C(=O)NCc3ccco3)CC2)c1C	-11	-5	-5	15	2	-1	6	-9	3	0	-10
COc1cnc(-c2ccccn2)nc1N(C)c1ccccc1	-6	23	12	-15	-17	-10	-26	-3	44	-17	-25
COc1cc(NC2=Nc3cccc4cccc2c34)cc(OC)c1OC	-8	3	7	-15	10	-11	3	-9	3	-17	-12
O=C(NCCc1ccc(C(F)(F)F)cc1)c1ccc(Cl)nc1	-2	2	9	-8	1	7	14	2	14	-9	-12
CCNS(=O)(=O)c1c(C)cc(C)c(N(C)S(=O)(=O)c2ccccc2)c1C	-7	17	-3	-21	0	-2	1	8	-5	-13	-27
CCn1cc(Br)c(C(=O)Nc2ccc(F)cc2F)n1	-32	-2	-11	-8	-25	1	-15	24	6	9	-32
Cc1cc(C(=O)CCC(=O)N(C)CC(=O)Nc2ccc(OC(F)(F)F)cc2)c(C)s1	5	20	-5	-6	11	10	-11	-22	-10	-16	11
O=C(NCCc1ccc(Cl)cc1)c1ccc(CNc2c(N3CCOCC3)c(=O)c2=O)cc1	-11	-6	-9	-2	9	1	-17	-2	-30	-2	15
O=C(CSc1nnnn1C1CCCC1)c1ccc2c(c1)OCCO2	18	-102	3	22	-66	-28	-93	-20	2	0	-62
Cc1nc(NCCO)c(C#N)c2c1COC(C)(C)C2	2	21	0	0	-29	20	9	-2	10	7	-16
O=C(Nc1ccc2ccccc2c1)OC1CCS(=O)(=O)C1 (stereo not drawn)	-61	.	.	-21	-78	-36	.	.	5	.	-68
Next part.
SMILES	TROY signal inh	NCOA3 inh	EBV LMP1 NFkB	TWEAK-Fn14 inh	SRC2 inh	NR2F2 inh	SRC1 inh	CF NFkB block	C8 TRAIL sens	KKLEB cytotox	NR5A2 inv ag
CCCN(C(=O)/C=C/c1ccco1)c1c(N)n(Cc2ccccc2)c(=O)[nH]c1=O	4	-16	-9	4	-30	-3	5	8	-6	-2	3
Cc1ccc(C(=O)N/C(=C/c2ccco2)C(=O)NCC2CCCO2)cc1 (stereo not drawn)	-5	-14	-6	20	13	-28	4	14	4	0	-8
CCOC(=O)c1ccc(N2C(=O)C3CC=C(C)CC3C2=O)cc1 (stereo not drawn)	5	9	-6	19	8	3	-8	2	-5	-3	-9
O=C1CCCc2ccccc2N1Cc1c(Cl)cccc1Cl	-50	-17	10	-7	-8	2	0	1	5	4	-34
Cc1ccc(NCCC(=O)c2ccc(Cl)cc2)cc1	-18	0	-16	-31	-5	-15	-15	2	-6	-4	-8
CC(C)CNc1ncnc2c1ncn2[C@H]1CN(Cc2ccc(F)cc2)C[C@@H](CO)O1	-2	7	.	-2	17	-2	-5	-23	-13	11	-2
COCCn1c(-c2ccccc2)nc2oc3cc(OC)ccc3c(=O)c2c1=O	9	-4	-13	-13	10	3	-1	2	-2	6	8
O=c1[nH]c(SCc2ccccc2)nnc1-c1ccccc1	-29	6	0	-4	-29	4	-19	1	15	2	-8
COc1ccc(/C=N\NC(=O)c2ccc(F)cc2)cc1COc1cc(F)ccc1[N+](=O)[O-]	32	5	1	19	-1	11	11	0	-14	0	3
Cc1c(C)c2ccc(OCC(=O)NCCCn3ccnc3)c(C)c2oc1=O	16	-13	9	-16	-13	-12	3	-13	-28	1	-8
COc1ccc(NC2=C(C(C)=O)C(c3ccc4c(c3)OCO4)C(C(C)=O)C(C)(O)C2)cc1 (stereo not drawn)	-20	15	2	-19	11	3	3	-15	3	9	20
COc1ccc(Cc2c(O)nc(SCC(=O)c3ccc(OC)cc3)[nH]c2=O)cc1	18	2	-2	-88	-2	-1	-5	16	-5	9	-26
CCc1ccc(N2CC(C(=O)OCC(=O)Nc3ccccc3C)CC2=O)cc1 (stereo not drawn)	-16	-26	1	0	-16	18	-3	-33	-17	13	9
O=C(N1CCN(Cc2ccccc2)CC1)C(Cl)(Cl)Cl	-18	-13	-3	2	2	0	-1	2	-6	7	-9
COc1ccc(CNC(=O)c2c[nH]c3c(OC)cc(OC)cc3c2=O)cc1	12	8	3	-47	-37	-3	11	-5	6	-4	-12
CCCN1C(=O)CC(c2ccco2)Sc2ccccc21 (stereo not drawn)	-1	8	-2	15	-4	-7	-9	-4	-14	1	4
CC(NS(=O)(=O)c1ccc(Cl)cc1)C(=O)NCCC1=CCCCC1 (stereo not drawn)	-4	8	8	6	-10	22	14	7	-2	-13	12
Cc1ccc2nc(-c3ccc(NC(=O)COC(=O)c4cncc(Br)c4)cc3)sc2c1	26	-82	18	47	-78	-48	-90	-21	70*	-18	-113
O=C(NC(=O)c1ccccc1F)OCc1ccc(Cl)cc1Cl	-56	12	1	-35	-10	-11	-24	9	0	-5	-8
O=C(Nc1ccccc1N1CCN(C(=O)c2ccccc2)CC1)c1ccccc1Cl	8	11	-3	3	-9	4	11	10	-4	5	2
CCOC(=O)[C@]12CCC=C1N(Cc1ccco1)C(=O)[C@H](CC(=O)N1CCN(C(=O)c3ccco3)CC1)C2	1	.	.	10	4	2	.	.	-15	.	13
Cc1occc(=O)c1OCc1c(Cl)cccc1Cl	5	4	.	-7	-46	-1	11	6	8	-1	15
COc1ccc(CCNC(=O)C2CCCN(C(=O)c3ccc(Cl)cc3)C2)cc1 (stereo not drawn)	6	-16	-3	4	7	3	-1	3	28	-11	-12
CCCN1CC(=O)N2C(c3ccccc3)c3[nH]c4ccccc4c3C[C@H]2C1=O (stereo partly drawn)	-4	6	0	15	3	0	-20	-9	-21	-1	6
Cc1c(O)c(=O)ccn1C	4	-2	4	-9	.	.	1	6	-2	0	-3
Going on with the list:
SMILES	TROY signal inh	NCOA3 inh	EBV LMP1 NFkB	TWEAK-Fn14 inh	SRC2 inh	NR2F2 inh	SRC1 inh	CF NFkB block	C8 TRAIL sens	KKLEB cytotox	NR5A2 inv ag
COc1cccc(CN2C(=O)CN(C3CCCCC3)C(=O)C2c2ccc(F)cc2)c1 (stereo not drawn)	11	24	5	-2	-14	19	3	12	-4	-3	16
CCN(Cc1ccccc1)CC(O)COC(c1ccc(OC)cc1)c1ccc(OC)cc1 (stereo not drawn)	-12	-18	-1	-12	16	8	2	30	4	-1	7
CC12CC3CC(C)(C1)CC(C(=O)NNC(=O)c1ccncc1)(C3)C2	10	5	1	8	26	13	14	-2	-6	12	-5
O=C(Nc1ccccc1N1CCCCC1)c1cccs1	8	-1	4	15	17	19	-8	11	-4	-2	-21
O=S(=O)(Nc1ccccc1Cl)c1ccc(F)cc1	-14	9	-2	-12	2	-7	-15	-12	1	7	15
CN(C)c1nc(Nc2ccccc2)nc(N(C)C)n1	-43	-4	-3	-11	11	-1	-7	9	-12	-2	18
O=C1N=C(N2CCN(c3ccccc3)CC2)S/C1=C/c1cccs1	-25	-14	7	-31	-13	10	-15	-2	8	2	-1
C[C@@]12C(=O)Nc3cc(Cl)ccc3C(=O)N1[C@H]1c3ccccc3OC[C@@H]1[C@@H]2c1ccccc1	-2	4	-7	17	.	.	5	27	-28	-14	22
CC(Sc1cccc[n+]1[O-])C(=O)NC1CCCCC1C (stereo not drawn)	-1	18	-1	-6	-15	2	-1	17	23	-1	2
Cc1noc(C)c1CCC(=O)N1CCCC(N2CCN(c3ccc(F)cc3)CC2)C1 (stereo not drawn)	-9	11	3	0	-8	18	-2	0	-11	-2	-19
Cn1c(CC(=O)NC(C)(C)CO)c(Sc2ccccc2)c2ccccc21	11	-13	2	26	-26	-8	-1	-20	19	3	-18
CC(=O)c1cccc(OCc2cc(C(=O)N3C[C@@H](C)O[C@@H](C)C3)no2)c1	-65	-58	-14	4	-29	-29	-36	-51	-6	10	-34
COc1cc(Nc2ccn3nc(-c4ccc(F)cc4)cc3n2)cc(OC)c1OC	-6	-54	.	22	-27	-23	-23	-10	9	-23	-61
Fc1ccc(Cn2nnnc2CN2CCc3ccccc3C2)cc1	-3	14	7	4	2	2	13	4	-5	3	-13
Nc1ccn(CC(=O)NCc2ccc3[nH]ccc3c2)c(=O)n1	10	-6	-5	5	-26	-5	-4	-15	-19	-3	1
O=C(Nc1ccccc1)/C(=C\c1ccco1)NC(=O)c1ccco1	7	-5	-3	4	-11	-1	-3	14	-9	10	15
O=C(NCCCc1ccccc1)C1CCC(CNc2c(N3CCCCC3)c(=O)c2=O)CC1 (stereo not drawn)	3	5	1	-20	-5	4	6	-6	-5	-8	-4

The order is random. About 4.2% of those tested had a hit in this group.
